ATXN viability = reduces viability in counter-screen for ATXN expression inhibitors. AID 651635. Potency, µM (highest dose often 56.7 µM), actives largely listed as cytotoxic. S2 cells (HEK-293 line with an ATXN2-luciferase reporter) viability, CellTiter-Fluor protease fluorescence, 24 h. 400,000 compounds, 0.49% hits; also: potency is read from the fitted curve at half-maximal effect; nearly all actives have a fitted effect of over 40% in size
Nrf2 ARE act = activators of Nrf2 (ARE) signaling. 410,000 compounds, 0.31% hits. Potency, µM (titrated, usually from 46.1 µM), inactives show at the top dose activation, actives largely listed as activators. AREc32 ARE-luciferase reporter (MCF7-derived line), luminescence, 24 h. AID 624171; also: potency is read from the fitted curve at half-maximal effect; % of control where 0% means no effect; nearly all actives have a fitted effect of over 65% in size
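Luciferase luminescence (Steady-Glo, 30 min at room temperature) served as the read-out of ARE activation in AREc32 cells treated with compounds for 24 hr at 37 deg C.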
pAkt inh = inhibitors of Akt phosphorylation. 360,000 compounds, 0.32% hits. activity change, % for hits at 50 µM. Neuro2A IGF-stimulated pAkt S473 HTRF, 20 min; active compounds read low; in the data active = activity change below about -80%; inconclusive = mostly about -51% to -80%; also: % is scaled to controls: 0 for no effect and ±100 for the full control effect
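Neuro2A cells in DMEM with 0.5% FBS, overnight at 37 deg C, given compound at single 50 µM final, then IGF (6 nM final) for 20 min at 37 deg C. Lysed; phospho-Akt Ser473 by HTRF after 24 h, 665/615 ratio.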
Nrf2 block = inhibitors of Nrf2 signaling; 360,000 compounds, 2.1% hits; Potency, µM (series often up to 46 µM), for inactives: at the top dose activity change, negative = inhibition, hits mostly inhibitors; A549 ARE-Fluc reporter, luciferase luminescence, 18-24 h; AID 504444; also: potency is read from the fitted curve at half-maximal effect; % is scaled to controls: 0 for no effect and ±100 for the full control effect; nearly all actives have a fitted effect of over 60% in size
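Two sequential reads on A549 ARE_Fluc cells exposed to compound for 18-24 h: a CellTiter-Fluor fluorescence read for viability, then a luciferase luminescence read for Nrf2/ARE activity.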
CCT chaperon mod = modulators of cytosolic chaperonin (CCT/TRiC) activity | purified chaperonin ATPase assay, HTRF ADP detection, 30 min | activity change, % (test concentration not listed), hits read low | 360,000 compounds, 0.3% hits; in the data active = activity change below about -30%; also: % is scaled to controls: 0 for no effect and ±100 for the full control effect
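First, chaperonin was dispensed at 40 nM or 20 nM final depending on batch activity. Next, compounds were pinned at 76 uM and ATP added at 10 uM. After 30 min at 37 °C, ADP detection reagents ran 30 min at ambient temperature.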
A549 tox = counter-screen for Nrf2 inhibitors: cytotoxicity in A549 cells. 390,000 compounds, 0.16% hits. Potency, µM (top dose mostly 46 µM), inactives show top-dose activity change, negative = cytotoxicity, usual class: inhibitors. AID 504648. A549 ARE-Fluc cells, CellTiter-Fluor viability, 18-24 h; also: potency is read from the fitted curve at half-maximal effect; % is scaled to controls: 0 for no effect and ±100 for the full control effect
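A549 ARE_Fluc cells in 5% FBS OPTI-MEM were exposed to compounds in concentration-response for 18-24 h at 37 deg C. Viability was read by CellTiter-Fluor fluorescence (Ex 405/Em 525) after 30 min, before the luciferase read.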
TGFb SMAD3 inh = blocks TGF-b signaling; HepG2 CAGA-GFP TGF-b/SMAD3 reporter, GFP fluorescence, 18 h; TGF-beta stimulated, 500 pg/mL final; 410,000 compounds, 1.2% hits; Potency, µM (series often up to 46.1 µM), without a hit: at the highest dose activity, negative = inhibition, most hits filed as inhibitors; also: potency is read from the fitted curve at half-maximal effect; % is scaled to controls: 0 for no effect and ±100 for the full control effect; nearly all actives have a fitted effect of over 65% in size
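HEPG2 CAGA-GFP cells (1000/well, DMEM with 1% FBS) were pre-incubated 2 h at 37 degrees C, given compound by pin tool, then stimulated with TGF-beta at 500 pg/mL final for 18 h before per-cell GFP fluorescence imaging.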
HepG2 viability = kills HepG2 cells in TGF-b inhibitor counter-screen. AID 588856. 410,000 compounds, 0.76% hits. HepG2 CAGA-GFP viability, ATP luminescence, 18 h. Potency, µM (highest dose often 46.1 µM), inactives show top-dose activity change, negative = cytotoxicity, usual class: cytotoxic; also: potency is read from the fitted curve at half-maximal effect; some results filed as inactive show a strong effect at the top dose
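HepG2 CAGA-GFP cells (1000/well, DMEM with 1% FBS) received compound, then TGF-beta at 500 pg/mL final, and were incubated 18 hours at 37 degrees C. Viability was read by CellTiter-Glo luminescence. Media-only wells were set as complete cell-killing and DMSO as no toxicity.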
MmCpn inh = blocks the Methanococcus maripaludis chaperonin Mm-Cpn; 330,000 compounds, 0.031% hits; Potency, µM (titrated, usually from 76.9 µM), inactives show at the highest dose activity, negative = inhibition, hits mostly inhibitors; purified Mm-Cpn ATPase, ADP Transcreener TR-FRET; also: potency is read from the fitted curve at half-maximal effect; % is scaled to controls: 0 for no effect and ±100 for the full control effect; nearly all actives have a fitted effect of over 80% in size
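Reaction buffer contained 30 mM Tris pH 7.4, 100 mM KCl, 5 mM MgCl2 and 1 mM DTT. Mm-CPN (25 nM final) hydrolysed 10 uM ATP over 30 min at 37°C; ADP was read by HTRF.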
* = called active by the depositor; i = inactive; ? = inconclusive; . = not tested or not shown; & = joins results of further samples; [ ] = another dose, or the depositor's remark. Unless noted, calls follow the shape of the dose curve; as a rule, active = well fitted curve in the direction sought with a large enough effect; inconclusive = small, poorly fitted or top-dose-only effect, or another doubt; inactive = no such curve, though single readings can be large; an effect the other way counts as inactive or inconclusive.

SMILES	ATXN viability	Nrf2 ARE act	pAkt inh	Nrf2 block	CCT chaperon mod	A549 tox	TGFb SMAD3 inh	HepG2 viability	MmCpn inh
O=C(NCC1CCCO1)/C(=C/c1cn(-c2ccccc2)nc1-c1cccnc1)NC(=O)c1ccccc1 (stereo unspecified)	i	1.9%	i	-1%	-1.3	-4%	-6%	-9%	-2%
CCC(NC(=O)c1ccccc1NC(=O)c1ccco1)C(=O)O (stereo unspecified)	i	-0.3%	i	.	0.8	2%	12%	16%	1%
COC(=O)c1ccc2c(=O)n(Cc3ccco3)c(SCC(=O)Nc3ccc(C)c(Cl)c3)nc2c1	?	0.2%	i	?	0.8	-13%	9%	1%	1%
C[C@H](CO)N1C[C@H](C)[C@@H](CN(C)S(C)(=O)=O)Oc2c(NC(=O)Cc3ccccc3)cccc2C1=O	i	-0.6%	i	5%	2.5	5%	-5%	-9%	0%
COc1cccc(C(=O)Nc2ccc(Oc3cccc(C(F)(F)F)c3)nc2)c1	?	2.0%	i	?	1.9	0%	-1%	-46%	1%
Cc1cccc2c1-c1sc(C(=O)Nc3ccccc3C(N)=O)cc1CO2	i	-5.3%	.	?	.	1%	0%	-21%	.
CC(=O)c1c(C)[nH]c(C(=O)OCC(=O)NCCC2=CCCCC2)c1C	i	3.5%	i	?	0.0	-3%	?	-17%	0%
CCOC(=O)Cc1cc(=O)n2[nH]c(-c3ccc(C)cc3)cc2n1	i	1.3%	i	16%	-3.8	-2%	2%	-15%	-1%
O=C(CN1C(=O)NC2(CCCC2)C1=O)Nc1nc2c(F)cc(F)cc2s1	i	2.9%	i	14%	-0.5	-1%	3%	-5%	-3%
CCOC(=O)N1CCN(C(=O)COC(=O)Cc2ccc(Cl)cc2)CC1	i	-1.0%	i	4%	-3.4	2%	-1%	7%	1%
O=C(Nc1ccnn1C1CCN(C(=O)c2ccccc2C(F)(F)F)CC1)C1CC1	i	0.1%	i	?	-0.6	25%	77%[activator]	98%	1%
CCNC(=S)NNC(=O)c1cccs1	i	-0.7%	.	-13%	-1.4	-4%	-6%	1%	-1%
Cc1ccc(S(=O)(=O)NCCC(C)C)cc1[N+](=O)[O-]	i	-0.3%	i	4%	-0.1	-2%	-6%	16%	-1%
CCOc1ccccc1C(=O)NCC(c1cccs1)S(=O)(=O)c1ccc(F)c(C)c1 (stereo unspecified)	.	1.5%	.	.	.	19%	-3%	-2%	.
CCOC(=O)Cc1csc(NC(=O)CSc2nnc(-c3ccc(C)cc3)o2)n1	i	-1.8%	i	-15%	-2.6	5%	-8%	-3%	0%
CC(C)NC(=S)NC(=O)/C=C/c1cccc2ccccc12	i	3.3%	i	-1%	-2.4	15%	-5%	-17%	-2%
COC(=O)C1=CN(C2CC2)C=C(C(=O)OC)C1c1ccccc1OC	i	0.7%	i	-5%	-0.2	3%	-9%	21%	-1%
CCOc1ccc(S(=O)(=O)N2CCC(C(=O)OC(C)C(=O)N(C)C3CCCCC3)CC2)cc1 (stereo unspecified)	i	-0.1%	i	-29%	1.0	-13%	?	-30%	-2%
Cc1c(Cl)cccc1NC(=O)CCCn1nc(C)c2sc3ccccc3c2c1=O	.	7.5%	.	2%	.	-5%	11%	3%	.
N#C/C(=C\c1ccc2c(c1)OCCO2)C(=O)NC1CCCCC1	i	-0.3%	i	-10%	-3.5	5%	-10%	-7%	1%
CC(C)CNC(=S)N(CCCO)Cc1cc2cc3c(cc2[nH]c1=O)OCCO3	i	0.2%	i	?	-2.6	-4%	-15%	-23%	-1%
CC(=O)NC(c1cccc(F)c1)c1nc(-c2cc(F)cc(Cl)c2)cs1 (stereo unspecified)	i	0.6%[9.22 µM]	i	.	-2.0	.	-2%	-28%	.
COC(=O)c1c(C)oc2ccc(N(C(C)=O)S(=O)(=O)c3ccccc3)cc12	i	4.3%	i	?	-4.0	?	-26%	-25%	2%
O=C(CSc1nncn1-c1ccccc1)Nc1ccc(F)cc1F	i	-0.8%	i	-12%	0.4	3%	-21%	-5%	2%
COc1ccc(N(Cc2ccco2)C(=O)c2ccccc2F)cc1OC	i	0.2%	i	.	0.4	-3%	5%	16%	-1%
(continued)
SMILES	ATXN viability	Nrf2 ARE act	pAkt inh	Nrf2 block	CCT chaperon mod	A549 tox	TGFb SMAD3 inh	HepG2 viability	MmCpn inh
CCOC(=O)CN1NC2(CCCCCC2)NC1=S	i	-0.1%	i	1%	-0.8	-2%	-7%	-8%	0%
COc1ccc(OC)c(S(=O)(=O)Nc2ccc3c(c2)C(=O)OC3)c1	i	0.7%	i	?	-0.7	-5%	-1%	-60%	0%
CCOc1ccc(C(=O)N2CCCCC2CCN2CCOCC2)cc1 (stereo unspecified)	.	-1.0%	.	-3%	.	1%	0%	-5%	.
Cc1nc(SCC(=O)O)c(C#N)c(-c2ccco2)c1C(=O)N(C)C	i	1.8%	i	1%	0.3	3%	-6%	-23%	-2%
COc1cccc(CNC(=O)C2CCN(S(=O)(=O)N3CCC(C)CC3)CC2)c1	i	-0.6%&-0.5%	i	1%	-1.1	-5%&1%	?	3%&1%	-9%
Cc1ccc(C(=O)NCc2occc2C(=O)O)o1	i	0.1%	i	1%	-1.2	-1%	-17%	3%	1%
CC1(c2ccccc2)NC(=O)N(CC(=O)NCC2CCCO2)C1=O (stereo unspecified)	?	-1.0%	i	4%	-0.1	1%	?	4%	1%
Cc1c(C(=O)Nc2ccc(-c3nc4cc(Cl)ccc4o3)cc2)oc2ccccc12	.	7.1%	.	0%	.	0%	6%	-23%	.
O=C(CC1S/C(=N/N=C/C=C/c2ccccc2)NC1=O)Nc1ccc(Cl)c(Cl)c1 (stereo unspecified)	i	-0.4%	i	9%	-0.2	-8%	?	-4%	1%
O=C(N/N=C/c1coc2ccccc2c1=O)c1ccncc1	i	0.3%	i	0%	-0.8	5%	1%	5%	-1%
CCOc1ccc(NC(N)=O)cc1	i	-0.1%	i	9%	-8.9	3%	0%	0%	-1%
COc1ccc(CSC(=N)N)cc1[N+](=O)[O-]	?	17%	.	-28%	-1.0	?	8%	-11%	0%
Cn1cc(S(=O)(=O)N2CCCCCC2)cc1C(=O)NCc1ccc(F)cc1	i	-0.5%	.	.	.	8%	0%	-19%	.
COc1ccc(/C=C2/N=C(SC3CCOC3=O)N(c3cccc(OC)c3)C2=O)cc1 (stereo unspecified)	i	2.0%	i	24%	-2.5	-9%	0%	-31%	-3%
Cc1cccnc1Nc1nc(-c2ccc(O)cc2)cs1	i	17%	i	?	4.1	?	?	-33%	-3%
COc1ccc(-c2n[nH]nc2C2=CC(=O)CC(C)(C)C2)cc1	i	-0.3%	i	.	-3.5	.	-9%	0%	.
CCOC(=O)c1c(CC(C)C)csc1/N=C/C1C(=O)CC(C)(C)CC1=O	i	-0.3%	i	0%	1.0	-5%	0%	1%	2%
C/C(=N\NC(=O)c1ccccc1-n1cccc1)C1CC1	i	4.4%	i	3%	-3.1	6%	-8%	-17%	1%
Cc1cccc(OCC(=O)O/N=C(\N)c2ccccn2)c1	i	3.0%	.	?	0.8	4%	6%	1%	1%
CSc1nc(=S)n(-c2ccccc2)c(C)c1C(C)=O	i	13%	i	1%	-14	0%	0%	-1%	-1%
Cc1ccccc1-c1nc2cc(Cl)ccc2o1	i	?	i	?	-1.0	-6%	?	-4%	1%
COc1ccc(C(=O)NCC(=O)OCC(=O)N2N=C(c3ccc(Cl)cc3)CC2c2ccco2)cc1OC (stereo unspecified)	i	6.8%	i	?	-1.3	3%	-12%	-20%	-10%
CNC(=S)N(Cc1cccs1)Cc1cc2cc(OC)ccc2[nH]c1=O	i	-0.3%[9.22 µM]	i	-3%	0.6	3%	24%	14%	-1%
CCN(c1cccc(C)c1)S(=O)(=O)c1ccc(OC)c([N+](=O)[O-])c1	i	2.3%	i	-16%	-0.9	-13%	6%	10%	3%
O=C(CSc1nnnn1C1CCCCC1)NCc1ccco1	i	0.2%	i	16%	3.3	4%	2%	-5%	-1%

Entries of single compounds, looked up by structure. Values in the order: ATXN viability, Nrf2 ARE act, pAkt inh, Nrf2 block, CCT chaperon mod, A549 tox, TGFb SMAD3 inh, HepG2 viability, MmCpn inh
Entry for CCOC(=O)CN1NC2(CCCCCC2)NC1=S = i, -0.1%, i, 1%, -0.8, -2%, -7%, -8%, 0%
Entry for COc1ccc(-c2n[nH]nc2C2=CC(=O)CC(C)(C)C2)cc1 = i, -0.3%, i, ., -3.5, ., -9%, 0%, .

Additional compounds:
SMILES	ATXN viability	Nrf2 ARE act	pAkt inh	Nrf2 block	CCT chaperon mod	A549 tox	TGFb SMAD3 inh	HepG2 viability	MmCpn inh
CC1=C(C(=O)OC2CCCCC2)C(c2ccc(C)o2)C2=C(CCCC2=O)N1 (stereo unspecified)	i	-0.7%	i	?	1.0	-15%	-1%	-14%	0%
CC1(C)Cc2nc3sc4c(OCc5ccccc5)ncnc4c3cc2CO1	i	-0.4%	i	4%	-0.3	-4%	11%	-12%	0%
CC(=O)c1sc(-c2ccc(F)cc2F)nc1C	?	-0.3%	i	4%	2.4	-8%	1%	2%	-9%
COc1cc(NC(=O)CSc2nc3c(C)ccc(C)c3cc2C)c(C(=O)O)cc1OC	i	-0.1%	i	-4%	0.4	10%	13%	0%	-1%
O=C(NCc1ccccn1)c1ccc(NC(=O)c2ccco2)cc1	?	0.1%	i	.	-3.9	0%	-1%	5%	1%
N#Cc1c[nH]n2c(NC3CCCC3)c(-c3cccc(Br)c3)nc12	i	5.0%	.	?	.	-9%	?	-62%	.
Nc1cccc2[nH]c(=O)c3ccccc3c12	?	3.3%	i	-5%	-1.4	1%	4%	-7%	.
O=C(CCc1ccccc1)Nc1ncn[nH]1	i	-0.4%	i	-5%	-3.2	4%	3%	-12%	-1%

Bioassay records: PubChem, National Center for Advancing Translational Sciences (NCATS)
